# From PubChem
# TAG inh: triacylglycerol accumulation inhibition. inhibition, % at 12.5 µM. H9c2 cells, Nile Red lipid (TAG) fluorescence; cells loaded with 200 µM oleic acid. 0.66% of 230,000 active. AID 651582;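 active = pattern-corrected inhibition of lipid staining of at least 50% with the nuclear-stain viability signal not falling by more than 50%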;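 note: 0% = DMSO wells and 100% = triacsin C control wells; some results filed as inactive read as strong as hits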
# TAG inh DAPI viability: recorded beside TAG inh, whose call it bears; DAPI nuclei signal change (viability), lower = more cytotoxic, %;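 whole-well DAPI fluorescence read on a plate reader as a viability signal; minus 50 percent equals half of cells still viable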
# * marks the source's active call; other numbers are inactive results. This is a subset; rates above refer to the full screens.
structure | TAG inh | TAG inh DAPI viability
CC(C)(C)OC(=O)N(CCc1ccccc1)Cc1ccc(OCc2cccc(NC(=O)C3CCCC3)c2)cc1 | 21 | -3
CCCn1c(N)c(N(CCOC)C(=O)c2cc(S(=O)(=O)N3CCCCCC3)ccc2OC)c(=O)[nH]c1=O | 11 | 5
CCN(CC)CCCNC(=O)CNC(=O)c1nn(-c2ccc(OC)cc2)c(=O)c2ccccc12 | -4 | 7
Cc1ccc(CNC(=O)c2ccc(N3CCC4(CC3)CC(c3ccccc3)=NO4)c(NC(=O)c3ccc(Br)cc3)c2)cc1 | 55* | 2.0*
CC(=O)Nc1ccc(NC(=O)CCCc2ccccc2)cc1 | -5 | 0
O=C(CN1CCOc2ccccc21)NC1CCN(Cc2ccccc2)CC1 | 8 | -10
CCCS(=O)(=O)N1CCCC(C(=O)NCCN(CC)c2ccccc2)C1 (configuration not stated) | -1 | -10
CN(C)C(=O)c1cccc(-c2cnc3c(NC=O)cc(-c4ccc(C(=O)N5CCOCC5)cc4)cn23)c1 | 53* | -40*
COc1ccc(/C=N/Nc2ncc(Br)cn2)c(OC)c1 | 8 | -5
Cc1cc(NC(=O)COC(=O)c2cccc(S(=O)(=O)N(C)C3CCCCC3)c2)no1 | -3 | 2
O=C(c1c[nH]c(=O)n(-c2ccccc2)c1=O)N1CCc2ccccc21 | -12 | 13
O=C(CCNS(=O)(=O)c1cccc(C(F)(F)F)c1)NCc1ccco1 | 6 | 6
Cc1ccc(S(=O)(=O)N2CCOCC2)cc1NC(=O)c1cc2c(s1)CCC2 | 18 | -10
Nc1ccc(S(=O)(=O)Nc2nccs2)cc1 | 7 | -2
CCn1c(N2CCN(S(=O)(=O)c3ccccc3C(F)(F)F)CC2)nc2ccccc21 | -19 | -2
CCCC(=O)N1CCC1(C)C(=O)Nc1ccc2c(c1)OCCO2 (configuration not stated) | 15 | -19
Cn1cc(S(=O)(=O)NCc2cccs2)c(=O)n(C)c1=O | -7 | 2
COc1ccc(C(CNC(=O)c2cc3ccccc3o2)N2CCCC2)cc1 (configuration not stated) | 6 | 3
CN(CCc1ccccn1)C(=O)CCC1CCCN(C(=O)c2c(F)ccc(F)c2F)C1 (configuration not stated) | 13 | -1
O=C(CCn1c(=O)c2ccccc2n(CC(=O)N2CCN(c3ccccc3)CC2)c1=O)NCc1ccco1 | -9 | 5
O=S(=O)(NCc1ccccn1)c1ccc(Cl)s1 | 8 | 1
Cc1c(NC(=O)C(=O)/C=C(\O)c2ccc(Br)cc2)c(=O)n(-c2ccccc2)n1C | -10 | 11
CCc1c(C)nc2ncnn2c1NCCc1ccc(Cl)cc1 | -32 | -10
C#Cc1ccc([C@@H]2C=C(C(=O)N3CCN(Cc4ccc5c(c4)OCO5)CC3)O[C@H](OCCCCO)C2)cc1 | -12 | -3
CCC(C(=O)OC)n1cnc2c(nnn2-c2ccccc2)c1=O (configuration not stated) | -1 | -4
O=C(COc1ccccc1Cl)N1N=C(c2cccs2)CC1c1ccco1 (configuration not stated) | 1 | 1
CCOC(=O)c1c(C)[nH]c(C(=O)OCC(=O)NCCc2ccc(OCC)c(OCC)c2)c1C | 57* | -19*
COc1ccc(/C=C/C(=O)NC(=S)Nc2cc([N+](=O)[O-])ccc2O)cc1OC | 1 | -7
COc1ccc(S(=O)(=O)N2CCOCC2)cc1NC(=O)CSc1nnc(C2CC2)n1C | 9 | -5
Cc1ccccc1CN1C(=O)CSc2ccc(C(=O)N3CCOCC3)cc21 | -25 | -3
Cc1ccc(C(=O)OC(C)C(=O)NC2CCCCC2C)cc1S(=O)(=O)N1CCCCC1 (configuration not stated) | 18 | -5
CCOc1ccc(CN(C)CC(=O)Nc2ccccc2C(=O)NC2CC2)cc1 | -11 | 1
CCC(Cc1ccccc1)NC(=O)C1CCC(CNc2c(N3CCCC3)c(=O)c2=O)CC1 (configuration not stated) | 2 | -3
NC(=O)CSc1nnc(-c2cnccn2)n1Cc1ccco1 | 7 | -8
COc1ccc(OC)c(S(=O)(=O)Nc2c(C)nn(C)c2C)c1 | -1 | 7
Cc1c(S(=O)(=O)N2CCN(c3cccc(C(F)(F)F)c3)CC2)c(=O)n(C)c(=O)n1C | 14 | -5
COc1ccc(OC)c(NC(=O)N[C@H](Cc2ccccc2)C(=O)NN)c1 | -9 | 8
C/C(=C1/SC(N2CCOCC2)=NC1=O)c1ccc(Br)cc1 | -4 | 3
CCCCn1c(N)c(N(CCOC)C(=O)COC(=O)COc2c(C)cccc2C)c(=O)[nH]c1=O | -2 | 4
O=C(c1cccnc1)n1nc(NCc2ccccc2)nc1NCc1ccccc1 | 8 | 7
COc1ccc(C(=O)COC(=O)CNC(=O)c2ccc(Cl)cc2Cl)c(OC)c1 | 4 | -3
CC(N=C1NS(=O)(=O)c2ccccc21)C(=O)NCc1ccc2c(c1)OCO2 (configuration not stated) | -12 | 2
CCC(=O)N1CCCc2cc(S(=O)(=O)NCc3cccs3)ccc21 | -15 | -2
Cc1ccc(NC(=O)CN(C)C(=O)CNC(=O)c2ccc3c(c2)OCO3)cc1 | 10 | -1
CCOc1ccccc1N1CCN(C(=O)c2csc(C)c2CC)CC1 | -6 | -3
COc1ccc(Cc2nnc(NC(=O)Cc3cccs3)s2)cc1 | -6 | -2
CN(C)c1ccc(-c2csc(C(C)(O)c3cccc(F)c3)n2)cc1 (configuration not stated) | -58 | 4
O=C(CCCCl)N1CCc2[nH]c3ccccc3c2C1 | 9 | 8
O=C(CSc1n[nH]c(-c2ccncc2)n1)Nc1ccc(Br)cc1 | 0 | 0
COc1ccc(CN2CCCCCC2)cc1 | 2 | 4
CN(C)c1ccc(CC(=O)N2CCCCC2c2cc(C(=O)Nc3cccc(C#N)c3)no2)cc1 (configuration not stated) | 5 | -15
Cc1cc(C)c(S(=O)(=O)N2CCN(C(=O)c3c(C)noc3C)CC2)c(C)c1 | 9 | -8
Cc1[nH]c(=O)[nH]c(=O)c1C=CC(=O)NC(CO)CS(=O)Cc1ccccc1 (configuration not stated) | 0 | 14
Cc1cc(C)c2cc(CN(CCN3CCCC3)C(=O)Nc3ccc(F)cc3)c(=O)[nH]c2c1 | 29 | 9
Nc1nc(Sc2ccc(C(F)(F)F)cc2[N+](=O)[O-])n[nH]1 | 11 | -21
O=C(Cc1ccccc1)NCCCNC(=O)Cc1ccccc1 | -6 | 31
CCOc1cc(C)c(S(=O)(=O)NC2CCCCC2)cc1C | -20 | -6
CCN1CCN(C(=O)CCS(=O)(=O)c2cc3c(cc2Cl)NC(=O)CO3)CC1 | -5 | -3
COc1cccc(/C=C2\SC(=S)N(NC(=O)c3ccncc3)C2=O)c1 | -21 | 12
O=C(CCc1nc2ccccc2[nH]1)N1CCc2ccccc2C1 | -7 | -4

# A second format for some results above:
> CCOc1ccccc1N1CCN(C(=O)c2csc(C)c2CC)CC1
  TAG inh: -6
  TAG inh DAPI viability: -3

> COc1ccc(Cc2nnc(NC(=O)Cc3cccs3)s2)cc1
  TAG inh: -6
  TAG inh DAPI viability: -2

> CN(C)c1ccc(-c2csc(C(C)(O)c3cccc(F)c3)n2)cc1 (configuration not stated)
  TAG inh: -58
  TAG inh DAPI viability: 4

> O=C(CCCCl)N1CCc2[nH]c3ccccc3c2C1
  TAG inh: 9
  TAG inh DAPI viability: 8

# 4 of these compounds, reformatted.
# The line under a structure holds: TAG inh, TAG inh DAPI viability
C/C(=C1/SC(N2CCOCC2)=NC1=O)c1ccc(Br)cc1
    -4, 3
CCCCn1c(N)c(N(CCOC)C(=O)COC(=O)COc2c(C)cccc2C)c(=O)[nH]c1=O
    -2, 4
O=C(c1cccnc1)n1nc(NCc2ccccc2)nc1NCc1ccccc1
    8, 7
COc1ccc(C(=O)COC(=O)CNC(=O)c2ccc(Cl)cc2Cl)c(OC)c1
    4, -3

# (continued)
structure | TAG inh | TAG inh DAPI viability
CCCCCCOC(=O)c1ccc(N)cc1 | -9 | -3
Cc1cc(C(=O)CSc2nc3ccccc3[nH]2)c(C)n1C | 40 | 11
Nn1c(-c2ccccc2)nc2ccccc2c1=O | 5 | -3
COc1ccc(NC(=O)Nc2cc(F)ccc2C)cc1 | -28 | -1
CS(=O)(=O)N(CC(=O)NCCC1=CCCCC1)C1CCCCC1 | -27 | 21
CN(c1ccccc1)S(=O)(=O)c1cccc(C(=O)NNC(=O)c2ccncc2)c1 | 3 | 1
COc1ccc(NC(=O)CN(C)C(=O)c2cc(CN3C(=O)c4ccccc4C3=O)ccc2OC)cc1 | 5 | 0
Cc1ccc(OCc2ccc(C(=O)O)o2)c([N+](=O)[O-])c1 | -1 | 6
CCN(C[C@H]1N[C@@](CC)(C(=O)OC)[C@H]2C(=O)N(C)C(=O)[C@@H]12)C(=O)Nc1ccc(C)cc1 | 2 | -1
O=C(Nc1ccc(NC(=O)c2cccs2)c(Cl)c1)c1ccco1 | 21 | -8
CNC(=O)c1ccsc1NC(=O)c1sc2ccccc2c1Cl | 0 | 1
Cc1ccc(-c2csc3ncnc(Nc4ccc(C(=O)O)cc4)c23)cc1 | 1 | 1
CCn1c(CNS(=O)(=O)c2ccc(Br)cc2)n[nH]c1=S | 4 | 8
COc1ccc(NS(=O)(=O)Cc2ccccc2Cl)cn1 | 49 | -7
CN(C)C(=O)c1ccc(Cl)cc1[N+](=O)[O-] | -7 | 5
CSc1cccc(NC(=S)N2CCC(N(C)C(C)C)CC2)c1 | -2 | 1
CC(C)n1c(SCC(=O)NCc2ccco2)nnc1C1CC1 | 4 | 0
CCOC(=O)c1c[nH]c2nc(C)ccc2c1=O | 13 | -2
CN(C)c1ccc(P(=O)(COc2ccc([N+](=O)[O-])cc2)c2ccc(N(C)C)cc2)cc1 | -42 | -3
O=C(O)/C=C/C(=O)N1CCN(S(=O)(=O)c2cccc(C(F)(F)F)c2)CC1 | -17 | 1
CC(=O)c1ccc(OCCCC(=O)NNC(=O)c2ccccn2)cc1 | -2 | -16
CC[C@@H]1CCCCc2ccccc2[C@@H](C(=O)C[C@H](O)CC(C)=O)OC1=O | -8 | 0
CCOc1ccccc1NC(=O)C(C)N1C(=O)c2ccccc2S1(=O)=O (configuration not stated) | 3 | -3
Cc1cc2oc(=O)cc(-c3ccccc3)c2c(C)c1-c1ccc(O)cc1 | 2 | -7
CC(=O)N(CC(=O)Nc1sc(C)c(C)c1C(N)=O)Cc1ccccc1 | -13 | -12
CCCCN(C)CCCNC(=O)c1ccc2c(c1)NC(=O)C(N1CCOCC1)S2 (configuration not stated) | 10 | -3
C=CCc1cccc2cc(C(=O)Nc3ccc(CC(=O)O)cc3)c(=O)oc12 | 2 | -4
Cc1cc(=O)oc(C)c1C(=O)Nc1cccc(F)c1 | 51* | -11*
CC(=O)c1cccc(Nc2nc(-c3ccccc3)cs2)c1 | 6 | -2
Cc1cc(NC(=O)c2cc3n(n2)C(C(F)(F)F)CC(c2ccc(Cl)c(Cl)c2)N3)no1 (configuration not stated) | 27 | -10
C=CCN(c1ccccc1)S(=O)(=O)c1cccc(C(=O)OCC(=O)NCCOC)c1 | -2 | 3
CCN(CC)CCN1C(=O)C(=O)/C(=C(/O)c2c(C)[nH]c(C(=O)OC)c2C)C1c1cccs1 (configuration not stated) | -4 | -6
CCc1nc2ccc(C(=O)N(C)CC(=O)Nc3ccc(F)c(F)c3F)cc2nc1CC | 13 | -10
CCOc1ccccc1N1CCN(C(=O)c2c(-c3c(F)cccc3Cl)noc2C)CC1 | 3 | -7
CC(C)(C)N1C(=O)c2ccc(C(=O)Nc3nccs3)cc2C1=O | -13 | 4
O=C1NC(c2cccc(Cl)c2)Oc2ccccc21 (configuration not stated) | -6 | -7
COCC(=O)Nc1cc(C)c2c(=O)oc3ccccc3c2n1 | 7 | -6
COc1ccccc1Cn1c(C)c(C(=O)NCc2ccc3c(c2)OCCO3)sc1=O | 17 | -8
COc1c(C)cc(C(=O)C2CCCN(C(=O)c3cc(C)nc(C)n3)C2)cc1C (configuration not stated) | -4 | 6
Cc1cc(S(=O)(=O)N2CCN(c3ccc(F)cc3)CC2)c(C)s1 | 14 | -4
CCCN(CCC)C(=O)Nc1cc(Cl)ccc1OC | -19 | -9
O=C(CN1C(=O)NC2(CCc3ccccc32)C1=O)c1ccc(Br)s1 (configuration not stated) | -2 | -6
O=C(Nc1ccc2[nH]c(=O)[nH]c2c1)c1ccc(Br)o1 | 6 | 1
CC(=O)Nc1ccc(NC(=O)CNC(=O)COc2ccccc2)cc1 | 3 | 1
CC1(C)CC2(CCO1)OC(=O)CC2C(=O)Nc1ccc(Cl)cc1[N+](=O)[O-] (configuration not stated) | -11 | 9
Cc1ccc2cc(CCl)c(Cl)nc2c1 | -7 | 8
Cc1ccc2c(c1)N(C(=O)CCC(=O)NCCCN1CCOCC1)CCO2 | 1 | 3
CCCCCCNC(=O)N1C/C=C\C(c2ccc(OC)cc2)N(Cc2ccc(F)cc2)C(=O)C1 (configuration not stated) | -9 | 8
COc1ccc(NC(=O)CN2C(=O)NC3(CCCCC3C)C2=O)cc1OC (configuration not stated) | -24 | -7
O=c1c(Cc2ccc(Cl)cc2Cl)c(O)ccn1Cc1ccc(Cl)cc1 | 6 | 0
COc1ccc([C@H]2/C=C\CN(C(=O)c3ccccc3)[C@@H](C)C(=O)N2Cc2ccc(F)cc2)cc1 | 6 | -9
COc1ccc([N+](=O)[O-])cc1NS(=O)(=O)c1cccc(C(=O)OC2CCOC2=O)c1 (configuration not stated) | 1 | -1
O=C(Nc1ccccc1Cl)c1ccc(S(=O)(=O)N2CCOCC2)cc1 | 10 | 12
O=C(O)c1cc2c(cc1Br)OCCCO2 | -14 | 8
Cc1ccc(Nc2nc(N)nc(-c3oc4ccccc4c3C)n2)cc1 | 58* | -26*
Cc1ccc(-c2cc(-c3nnc(SCC(=O)NCC(C)C)n3N)c3ccccc3n2)cc1 | 16 | -2
CSc1cccc(NC(=S)N(CCC(C)C)C2CCN(C(C)C)CC2)c1 | -3 | -6
CC(=O)Nc1cccc(-c2csc(NCc3ccccc3)n2)c1 | -29 | 12
Cc1cc(C)nc(Oc2ccc(Br)cc2)n1 | 3 | 4
